Screening data deposited in PubChem by several laboratories.
SARS 3CLpro inh: SARS-CoV 3CLpro protease inhibitors, primary screen, biochemical, quenched FRET; Replicase polyprotein 1ab (Severe acute respiratory syndrome coronavirus), P0C6X7; recombinant SARS-CoV 3CLpro, quenched FRET peptide cleavage; inhibition, % at 6 µM; 290,000 tested, 0.14% active; AID 1706, 2009; in the data active means inhibition above about 12%
BH1578 lux ind: inducers of Vibrio cholerae quorum light production without autoinducers, primary screen, BH1578 luxS cqsA deficient, single point. activation, % at 18.7 µM. 350,000 tested, 0.16% active. V. cholerae BH1578 lux reporter, luminescence, 6 h; in the data active means activation mostly above about 9.7%, no sharp cut-off; further: not every result past the cut was called active; inactives centre near 0; reference of the scale not given here
Rv3671c protease: Rv3671c serine protease inhibitors, primary screen, biochemical, fluorescence polarization, M. tuberculosis H37Rv. P9WHR9. inhibition, % at 5.96 µM. 320,000 tested, 0.048% active. AID 2606, 2010; in the data active means inhibition above about 38%;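 further: extracellular domain of Rv3671c used as enzyme; 0% = enzyme with DMSO and 100% = no enzyme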
Mtb UGM inh: M. tuberculosis UGM enzyme inhibitors, primary screen, biochemical, fluorescence polarization, single point; UDP-galactopyranose mutase (Mycobacterium tuberculosis (strain ATCC 25618 / H37Rv)), …; inhibition, % at 10 µM; 320,000 tested, 0.06% active; purified UGM, fluorescence polarization probe displacement; in the data active means inhibition above about 10%, passing the limit was not always enough
Target sequence (P9WIQ1 whole entry, looked up): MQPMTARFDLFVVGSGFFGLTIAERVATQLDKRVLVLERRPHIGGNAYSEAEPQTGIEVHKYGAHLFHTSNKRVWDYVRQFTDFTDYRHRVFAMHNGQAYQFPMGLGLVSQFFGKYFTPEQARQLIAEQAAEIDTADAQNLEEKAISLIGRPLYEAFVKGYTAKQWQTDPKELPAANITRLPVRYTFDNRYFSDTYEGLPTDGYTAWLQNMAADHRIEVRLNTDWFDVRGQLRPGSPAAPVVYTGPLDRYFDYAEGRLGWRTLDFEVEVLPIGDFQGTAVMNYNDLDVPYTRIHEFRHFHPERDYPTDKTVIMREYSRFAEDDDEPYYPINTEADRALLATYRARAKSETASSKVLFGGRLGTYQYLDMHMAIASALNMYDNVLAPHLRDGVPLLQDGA
SSB-PriA inh: inhibitors of Klebsiella pneumoniae PriA binding to SSB C-terminal tail, primary screen, biochemical, AlphaScreen; PriA–SSB C-terminal tail interaction (Klebsiella pneumoniae); AlphaScreen SSBct-PriA binding, biotinylated peptide; inhibition, % at 33 µM; 430,000 tested, 0.6% active; AID 1272365, 2023; in the data active means inhibition mostly above about 37%, no sharp cut-off; inactive means mostly below about 20%;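 further: plate controls were negative control peptide for no effect and reference peptide for full effect; strong numbers were not always called active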
FBA Mtb inh: Mtb FBA enzyme inhibitors, primary screen, biochemical, fluorescence, strain H37Rv. inhibition, % at 1 µM. purified M. tuberculosis FBA, fluorescence read-out. Fructose-bisphosphate aldolase (Mycobacterium tuberculosis (strain ATCC 25618 / H37Rv)), …. 360,000 tested, 2.3% active; in the data active means inhibition above about 27%;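 further: 0% = vehicle and 100% = reference inhibitor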
Target sequence (P9WQA3 whole entry, looked up): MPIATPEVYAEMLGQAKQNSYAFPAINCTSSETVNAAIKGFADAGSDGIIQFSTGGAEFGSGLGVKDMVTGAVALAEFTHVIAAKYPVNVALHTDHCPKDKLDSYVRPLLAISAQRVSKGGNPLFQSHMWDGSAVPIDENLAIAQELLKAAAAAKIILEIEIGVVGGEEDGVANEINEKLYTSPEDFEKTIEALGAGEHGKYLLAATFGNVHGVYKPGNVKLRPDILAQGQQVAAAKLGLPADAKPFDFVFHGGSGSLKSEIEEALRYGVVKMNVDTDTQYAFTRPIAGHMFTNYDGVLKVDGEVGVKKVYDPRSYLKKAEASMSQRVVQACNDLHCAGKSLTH
GDH-TPI inh: GDH-TPI coupling enzyme inhibitors, primary screen, artefact control for M. tuberculosis FBA inhibitor project, biochemical, absorbance, full deck; GDH-TPI coupled enzyme counterscreen, NADH absorbance; inhibition, % at 4.8 µM; 360,000 tested, 1.2% active; AID 588335, 2011; in the data active means inhibition above about 30%;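 further: 0% = DMSO wells and 100% = wells lacking the enzyme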
Mtb BioA inh: M. tuberculosis BioA enzyme inhibitors, primary screen, biochemical, plate reader, single point, HTS; 7,8-diaminopelargonic acid synthase BioA (Mycobacterium tuberculosis); purified M. tuberculosis BioA enzyme; inhibition, % at 9.99 µM; 360,000 tested, 0.096% active; AID 602481, 2012; in the data active means inhibition above about 40%
DUSP3 inh: VHR1 phosphatase inhibitors, primary screen, biochemical, absorbance, uHTS; 290,000 tested, 0.52% active; recombinant VHR phosphatase, pNPP absorbance; inhibition, % at 13.3 µM; Dual specificity protein phosphatase 3 (Homo sapiens), P51452; AID 1654, 2009; in the data active means inhibition above about 50%; further: some compounds called inactive have numbers as strong as hits
MazEF act: activators of E. coli MazEF toxin-antitoxin RNase, primary screen, biochemical, fluorescence, uHTS; Endoribonuclease toxin MazF (Escherichia coli (strain K12)), P0AE70; 350,000 tested, 0.32% active; FAM/BHQ RNA-DNA oligo cleavage fluorescence, 5 h; activation, % at 20 µM; in the data active means activation above about 50%
Target sequence (P0AE70 whole entry, looked up): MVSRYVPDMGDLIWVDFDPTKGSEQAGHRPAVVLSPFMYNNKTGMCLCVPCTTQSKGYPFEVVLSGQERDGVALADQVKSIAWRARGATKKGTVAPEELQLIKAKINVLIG
An asterisk follows results filed as active; i = inactive; x = not tested or not shown; + = active, no number; & = joins results of further samples; ! = repeats disagree. This is a subset; rates above refer to the full screens.

SMILES	SARS 3CLpro inh	BH1578 lux ind	Rv3671c protease	Mtb UGM inh	SSB-PriA inh	FBA Mtb inh	GDH-TPI inh	Mtb BioA inh	DUSP3 inh	MazEF act
Cc1ccccc1NC(C)C(=O)N/N=C/c1ccccc1OCc1cccc(Br)c1 (configuration not stated)	8	i	-18	3.5	x	-4	-1	4.2	-4	3
NC(=S)N=Nc1c(O)n(Cc2ccc(F)cc2)c2ccccc12	1	i	3	-1.4	-6	-2	15	x	14	3
CSc1ccccc1NC(=O)COc1nsnc1N1CCOCC1	4	-2.0	2	-0.6	3	5	11	0.5	2	6
Cc1ccc2nc3n(c(=O)c2c1)CCCCC3	0	-0.9	10	-5.1	-7	4	-2	-0.7	-12	2
O=C(N/N=C/c1ccc(O)cc1)Nc1cccc2nsnc12	4	i	-74	-1.0	x	1	20	x	34	19
COc1ccc(-n2c(-c3ccccc3Br)nc3ccccc3c2=O)cc1	-2	i	-5	1.0	-7	-5	-4	-0.4	17	11
O=C(Nc1cccnc1)c1cccnc1Cl	1	-13	3	-0.5	-3	1	3	4.3	0	0
CCCCn1nnnc1SCC(=O)c1cc(Cl)ccc1OC	-3	i	-8	-1.3	-43	1	-4	-0.5	20	3
Cc1cc(C)n2nnnc2n1	3	-0.2	8	3.2	-13	0	-5	-0.9	-2	2
O=C(O)C(Cc1c[nH]c2ccccc12)N1C(=O)c2ccccc2C1=O (configuration not stated)	-2&1	i	-2	2.3	-5	-2	2	x	52*!	-3

Next structures:
SMILES	SARS 3CLpro inh	BH1578 lux ind	Rv3671c protease	Mtb UGM inh	SSB-PriA inh	FBA Mtb inh	GDH-TPI inh	Mtb BioA inh	DUSP3 inh	MazEF act
O=C(CCc1ccccc1)c1nnc(-c2ccccc2)o1	1	i	1	0.5	-64	3	-4	x	6	-37
Cc1ccc(-n2nc3ccc(NC(=O)/C=C/c4ccco4)cc3n2)cc1	7	-0.2	-90	-1.2	7	0	17	-1.2	10	-13
Cc1cc2oc(=O)cc(-c3ccccc3)c2c(C)c1-c1ccc(C(F)(F)F)cc1	x	-1.0	x	x	-6	1	7	0.1	x	1
COc1ccccc1NC(=O)Cn1nnc(C(=O)NCc2cccs2)c1N	-1	-3.4	-2	-2.7	-9	5	3	0.5	18	-1
Cc1noc(C)c1C(=O)N1CCc2ccccc21	2	-0.4	1	-1.8	-12	-1	-10	-1.8	7	5
Cc1ccc(C)c(OCC(=O)Nc2nc3ccc([N+](=O)[O-])cc3s2)c1	-1	i	-9	-1.0	-2	1	4	-2.6	-2	11
CCCCC1(Cc2ccc(OC)c([N+](=O)[O-])c2)C(=O)N(c2ccccc2)N(c2ccccc2)C1=O	-6	i	1	-0.2	-9	3	8	-0.9	3	-7
O=C(Cc1cccs1)N1CCN(S(=O)(=O)c2ccc(Br)cc2)CC1	-2	-0.3	-5	2.8	1	-7	12	1.7	-14	-1
CCCCCCNS(=O)(=O)c1ccccc1Br	x	i	0	0.2	-38	4	10	-1.0	30	-1
COc1nccnc1NS(=O)(=O)c1ccc(NC(=O)c2cccc(C)c2)cc1	-4	-0.6	-2	0.5	8	-1	7	x	7	1

Next part:
SMILES	SARS 3CLpro inh	BH1578 lux ind	Rv3671c protease	Mtb UGM inh	SSB-PriA inh	FBA Mtb inh	GDH-TPI inh	Mtb BioA inh	DUSP3 inh	MazEF act
O=C(CC(=O)c1ccccc1)Nc1ccc([N+](=O)[O-])cc1	x	-0.9	x	x	-3	-5	15	-0.6	x	0
CCN1CCN(c2cc(C)c3cc(NC(=O)c4ccncc4)ccc3n2)CC1	x	x	3	1.0	5	2	15	0.2	34	7
COc1ccc(C(C)=O)cc1COc1ccc([N+](=O)[O-])c(C)c1	6	-0.3	-22	-2.2	-3	-2	4	x	30	6
CCc1ccc(S(=O)(=O)c2ccc(-n3nc(C)cc3N)cc2)cc1	3	i	-5	-0.2	-1	-2	1	x	26	1
COc1ccc(NS(=O)(=O)c2ccc(N3CCCC3)c(NC(=S)Nc3ccc(SC(F)F)cc3)c2)cc1	5	-0.3	-12	0.1	21	-3	3	1.5	4	-5
COc1cc2c(cc1OC)CN(C(=O)c1ccco1)CC2	-3	-0.1	3	0.4	-5	6	1	x	15	-7
O=C(O)CCCN1C(=O)/C(=C/c2cn(-c3ccccc3)nc2-c2cccs2)SC1=S	3	-3.6	x	x	21	-7	6	x	6	-158
COc1ccccc1NC(=O)COC(=O)c1cn(C)c2ccccc12	x	+	-20	1.3	-7	2	1	-4.0	x	4
O=C(CSc1nnc(CN2CCOCC2)n1-c1ccc(Cl)cc1)N1CCc2ccccc21	2	i	-11	-0.9	-11	2	-2	x	x	0
CCc1ccc2oc(=O)cc(CN3CCCCC3)c2c1	-3	-10	3	-1.9	-1	3	10	0.5	2	-1

Not a retest: an excerpt of the list.
SMILES	SARS 3CLpro inh	BH1578 lux ind	Rv3671c protease	Mtb UGM inh	SSB-PriA inh	FBA Mtb inh	GDH-TPI inh	Mtb BioA inh	DUSP3 inh	MazEF act
COc1ccc(-n2c(-c3ccccc3Br)nc3ccccc3c2=O)cc1	-2	i	-5	1.0	-7	-5	-4	-0.4	17	11
O=C(Nc1cccnc1)c1cccnc1Cl	1	-13	3	-0.5	-3	1	3	4.3	0	0
CCCCn1nnnc1SCC(=O)c1cc(Cl)ccc1OC	-3	i	-8	-1.3	-43	1	-4	-0.5	20	3
Cc1cc(C)n2nnnc2n1	3	-0.2	8	3.2	-13	0	-5	-0.9	-2	2
O=C(O)C(Cc1c[nH]c2ccccc12)N1C(=O)c2ccccc2C1=O (configuration not stated)	-2&1	i	-2	2.3	-5	-2	2	x	52*!	-3
O=C(CCc1ccccc1)c1nnc(-c2ccccc2)o1	1	i	1	0.5	-64	3	-4	x	6	-37
Cc1ccc(-n2nc3ccc(NC(=O)/C=C/c4ccco4)cc3n2)cc1	7	-0.2	-90	-1.2	7	0	17	-1.2	10	-13
Cc1cc2oc(=O)cc(-c3ccccc3)c2c(C)c1-c1ccc(C(F)(F)F)cc1	x	-1.0	x	x	-6	1	7	0.1	x	1

Following part
SMILES	SARS 3CLpro inh	BH1578 lux ind	Rv3671c protease	Mtb UGM inh	SSB-PriA inh	FBA Mtb inh	GDH-TPI inh	Mtb BioA inh	DUSP3 inh	MazEF act
C=CCn1c(SCC(C)=O)nnc1-c1cc(-c2ccccc2)sc1N	0	i	-2	1.7	-12	-1	12	-0.6	0	5
COC(=O)c1cc(S(=O)(=O)Nc2cc(OC)cc(OC)c2)c[nH]1	1	i	-6	-1.0	-19	-2	-3	0.6	16	2
Cc1cccc(C(=O)NNC2=CC(=O)CC(C)(C)C2)c1O	-1	-0.5	3	1.0	7	5	37*	x	5	-11
COc1cc(OC)c(OC)cc1CN1CCN(Cc2ccco2)CC1	-2	-0.7	-3	-1.7	16	1	3	-1.3	18	5
COc1cccc(NC(=O)[C@H](CC(C)C)NC(=O)[C@@H]2Cc3ccccc3CN2)c1	0	i	-8	0.6	-2	4	4	-3.4	-9	8
COc1ccccc1O	-1	-0.3	2	-3.8	-1	-1	-13	-0.9	2	11
CC1(C(=O)NCCCN2CCOCC2)Oc2cccnc2NC1=O (configuration not stated)	4	i	13	2.8	-14	0	1	-1.6	0	5
Cc1ccc2nc(N/C(=N/S(=O)(=O)c3ccc(F)cc3)c3ccccc3)sc2c1	1	-0.2	4	1.3	x	2	20	-5.9	22	7
CC1CCc2[nH]c3ccc(C(=O)N(C)CC(=O)Nc4cccc(F)c4)cc3c2C1 (configuration not stated)	x	i	3	0.1	15	1	4	-1.7	x	3
COc1ccc(NC(=O)c2cccc3ccccc23)cc1OC	x	-0.9	x	x	x	3	5	-4.4	x	-12

(cont.)
SMILES	SARS 3CLpro inh	BH1578 lux ind	Rv3671c protease	Mtb UGM inh	SSB-PriA inh	FBA Mtb inh	GDH-TPI inh	Mtb BioA inh	DUSP3 inh	MazEF act
O=C(NC(=O)N1CCN(c2ccccc2F)CC1)c1ccccc1	-2	-0.2	-2	1.7	-16	-1	11	3.2	21	1
Fc1ccccc1/C=N/Nc1cc(N2CCCCC2)ncn1	0	i	-8	0.8	x	-1	18	0.1	x	-1
CCCCC1SC(N)=NC1=O (configuration not stated)	x	-5.7	x	x	x	2	6	0.3	x	3
CCC1(c2ccccc2)NC(=O)N(CC(=O)Nc2ccc(N3CCCC3)cc2C)C1=O (configuration not stated)	x	-10	4	-2.1	24	2	7	x	x	0
O=C(N/N=C/c1ccc(O)c(O)c1)NC12CC3CC(CC(C3)C1)C2	8	i	5	0.2	x	3	2	x	x	7
CC(=O)N/C(=C\c1ccccc1)C(=O)OCC(=O)N(C)C1CCCCC1	-3	-3.4	-8	-1.2	-8	0	6	x	17	-1
O=C(Nc1ccc(Cl)c(C(F)(F)F)c1)N1CCCC(O)C1 (configuration not stated)	9	-0.2	5	-0.7	-7	-3	0	1.1	18	2
O=C(c1cc([N+](=O)[O-])ccc1N1CCCCC1)N1CCc2ccccc21	0	-0.2	-4	0.0	1	-8	-1	x	13	8
Cc1ccc(N(CC(=O)NC2CCCCC2)C(=O)CNC(=O)c2ccco2)cc1C	0	-0.5	-1	-0.9	1	-2	-3	0.3	1	6
CN(c1ccc(O)cc1)c1nc(-c2cccs2)cs1	5	i	15	-0.7	4	1	6	x	13	9
COc1ccc(NS(=O)(=O)c2cc(NC(=O)CCc3ccc(OC)c(OC)c3)ccc2N2CCOCC2)cc1	x	i	x	x	-1	-1	-7	4.3	x	3
CC(=O)c1cc(C#N)c(SCc2ccc([N+](=O)[O-])cc2)nc1C	1	-0.5	-5	3.3	-2	0	2	x	12	-16
Cc1ccc(-c2nc3ccccc3c(=O)n2-c2cc(C)ccn2)cc1	1	i	0	4.8	-19	1	5	-0.2	17	3
Cc1[nH]c2ccccc2c1C=NNC(=O)c1cc(-c2cccnc2)nc2ccccc12	x	-0.4	15	2.5	14	-1	14	-1.6	x	5
Cc1ccc(C2=Nc3ccccc3N=C(C(Cl)Cl)C2)cc1	-1	i	3	-1.2	10	9	6	-0.2	16	4
COc1ccc(C(=O)NC2CC2)cc1OC1CCN(C(C)CSC)CC1 (configuration not stated)	-4	-0.4	-5	0.7	-7	2	1	-2.0	-20	-10
